S2 tox: Viability Counterscreen for Primary qHTS for Inhibitors of ATXN expression | 0.49% of 400,000 active | Potency, µM (titrated, usually from 56.7 µM), hits mostly cytotoxic | S2 cells (HEK-293 line with an ATXN2-luciferase reporter) viability, CellTiter-Fluor protease fluorescence, 24 h | AID 651635, 2014; note: potency is the fitted concentration of half-maximal effect; nearly all actives have a fitted effect of over 40% in size
IL-1B inflam inh: qHTS for Inhibitors of Inflammasome Signaling: IL-1-beta AlphaLISA Primary Screen; 4.7% of 360,000 active; THP-1 LPS/ATP IL-1B secretion, AlphaLISA, 16 h; hits give low values; activity change, % at 57.5 µM; in the data active = activity change below about -50%; inconclusive = mostly about -30% to -49%; note: % is set by controls: 0 for no effect and ±100 for the full control effect
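Secreted IL-1B measured by AlphaLISA bead assay after 16 h compound exposure of THP-1 cells; compounds (final up to 57.5 uM) added 1 h before LPS (250 ng/mL) and ATP (1.25 mM) stimulation; lower signal means less secretion.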
MCF10A rereplic: A quantitative high throughput screen for small molecules that induce DNA re-replication in MCF 10a normal breast cells | MCF 10A DNA re-replication, Hoechst nuclear intensity, 48 h | Potency, µM (series often up to 46.1 µM), for the others: at the highest dose activity, positive = re-replication, usual class: activators | 2.9% of 350,000 active | AID 624296, 2012; note: potency is the fitted concentration of half-maximal effect; % of control where 0% means no effect; nearly all actives have a fitted effect of over 50% in size
HT1080 IDH1KD tx: qHTS for induction of synthetic lethality in tumor cells producing 2HG: qHTS for the HT-1080-IDH1KD cell line. 2% of 360,000 active. Potency, µM (series often up to 46.1 µM), for inactives: at the top dose activity, negative = toxicity, actives largely listed as cytotoxic. AID 686971, 2013. HT-1080 IDH1 knockdown viability, ATP luminescence, 48 h;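 note: potency is the fitted concentration of half-maximal effect; 0% = DMSO wells and -100% = cell-free medium wells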
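HT-1080-IDH1KD cells (IDH1 knocked down), 750/well in RPMI with 5% FBS, treated with compound 48 h at 37 degrees C. Viability by CellTiter-Glo luminescence, normalised to DMSO and no-cell wells; concentration-response curves classed.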
ATXN2 expr inh: Primary qHTS for Inhibitors of ATXN expression; HEK-293 ATXN2-luciferase reporter, luminescence, 24 h; Potency, µM (series often up to 57 µM), inactives show top-dose activity change, negative = inhibition, hits mostly inhibitors; 0.72% of 360,000 active; note: potency is the fitted concentration of half-maximal effect; % is set by controls: 0 for no effect and ±100 for the full control effect; nearly all actives have a fitted effect of over 55% in size
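qHTS (up to 57 uM final) was run with 24 h compound exposure of reporter cells at 37 °C. Each well was multiplexed: SteadyGlo luminescence measured ATXN2-luciferase expression after a fluorogenic Gly-Phe-AFC viability readout (25 uM final).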
HT1080NT lethal: qHTS for induction of synthetic lethality in tumor cells producing 2HG: qHTS for the HT-1080-NT fibrosarcoma cell line; 1.6% of 360,000 active; Potency, µM (doses to about 46.1 µM), for the others: at the highest dose activity, negative = less viability, hits mostly cytotoxic; HT-1080-NT fibrosarcoma viability, CellTiter-Glo ATP luminescence, 48 h;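 note: NT is the 2HG producing partner of a matched IDH1 knockdown line; potency is the fitted concentration of half-maximal effect; 0% = DMSO-treated cells and -100% = media-only wells without cells; nearly all actives have a fitted effect of over 55% in size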
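Viability of the 2HG-overproducing fibrosarcoma line after 48 hours of compound exposure at 37 degrees C was determined by luminescence with CellTiter-Glo, and concentration-effect curves were then fitted and categorized.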
KB-3-1 cytotox: qHTS assay for MDR1-selective chemotherapeutics: Primary screen using the parental adenocarcinoma cell KB-3-1 | KB-3-1 viability, CellTiter-Glo ATP luminescence, 72 h | Potency, µM (highest dose often 46.1 µM), for the others: top-dose activity change, negative = cytotoxic, most hits filed as cytotoxic | 1.4% of 400,000 active | AID 1347075, 2019; note: potency is the fitted concentration of half-maximal effect; % is set by controls: 0 for no effect and ±100 for the full control effect; nearly all actives have a fitted effect of over 60% in size
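Multi-concentration cytotoxicity screen in KB-3-1 cells grown in DMEM lacking phenol red with 10% FBS. After 72 h at 37 °C with compound, ATP-dependent luminescence was recorded.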
HepG2 tox: qHTS for Inhibitors of TGF-b: Cytotox Counterscreen; HepG2 CAGA-GFP viability, ATP luminescence, 18 h; AID 588856, 2011; 0.76% of 410,000 active; Potency, µM (doses to about 46.1 µM), for the others: at the top dose activity change, negative = cytotoxicity, actives largely listed as cytotoxic; note: potency is the fitted concentration of half-maximal effect; some results filed as inactive show a strong effect at the top dose
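HepG2 CAGA-GFP cells (1000/well, DMEM with 1% FBS) received compound, then TGF-beta at 500 pg/mL final, and were incubated 18 hours at 37 degrees C. Viability was read by CellTiter-Glo luminescence. Media-only wells were set as complete cell-killing and DMSO as no toxicity.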
SW480 rerep: A quantitative high throughput screen for small molecules that induce DNA re-replication in SW480 colon adenocarcinoma cells; SW480 DNA re-replication, Hoechst DNA content imaging, 48 h; Potency, µM (highest dose often 46.1 µM), for the others: top-dose re-replication activation, most hits filed as activators; 1.8% of 340,000 active; note: potency is the fitted concentration of half-maximal effect; % of control where 0% means no effect; nearly all actives have a fitted effect of over 55% in size
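250 cells/well; 23 nL cpd via pin tool; 48 hr, 37 C, 5% CO2; Hoechst 40 min; imager read of total nuclear intensity, ex 405/em 500-530 nm.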
Active calls of the source: *; & = joins results of further samples; ! = not confirmed by another sample; [ ] = another dose, or the depositor's remark. Unless noted, calls come from the whole dose curve; as a rule, active = well fitted curve in the direction sought with a large enough effect; inconclusive = small, poorly fitted or top-dose-only effect, or another doubt; inactive = no such curve, though single readings can be large; an effect the other way counts as inactive or inconclusive.

Screening CCN(CC)S(=O)(=O)c1ccc(NN=C(C#N)C#N)cc1 returned S2 tox inconclusive, IL-1B inflam inh -81*, MCF10A rereplic 10µM*, HT1080 IDH1KD tx -27%, ATXN2 expr inh -24%, HT1080NT lethal -24%, KB-3-1 cytotox 4%, HepG2 tox -53% and SW480 rerep 16%.
Screening CCOc1cccc(N2C(=O)CC(=O)NC2=O)c1 returned S2 tox inactive, IL-1B inflam inh 3, MCF10A rereplic -3%, HT1080 IDH1KD tx 8%, ATXN2 expr inh 5%, HT1080NT lethal 12%, KB-3-1 cytotox -3%, HepG2 tox -13% and SW480 rerep -1%.
Screening CC/C(=C\C=C\[C@@H]1C=C[C@@H]2CCC[C@H]2[C@@H]1C(=O)c1ccc[nH]1)[C@@H]1O[C@@H]([C@@H](C)C(=O)O)CC[C@@H]1C returned S2 tox inconclusive, IL-1B inflam inh 0, MCF10A rereplic inconclusive, HT1080 IDH1KD tx 8.2µM*, ATXN2 expr inh inconclusive, HT1080NT lethal 10µM*, KB-3-1 cytotox inconclusive, HepG2 tox 16µM* and SW480 rerep inconclusive.
ClCCOCCCl was read as S2 tox inactive, IL-1B inflam inh 0, MCF10A rereplic -31%[inhibitor], HT1080 IDH1KD tx 10%, ATXN2 expr inh -16%, HT1080NT lethal -6%, KB-3-1 cytotox 0%, HepG2 tox -3% and SW480 rerep -7%.
Screening COc1ccc(Cc2nccc3cc(OC)c(OC)cc23)cc1OC returned S2 tox inactive, IL-1B inflam inh -9, MCF10A rereplic inconclusive, HT1080 IDH1KD tx inconclusive, ATXN2 expr inh inconclusive, HT1080NT lethal inconclusive, KB-3-1 cytotox -9%, HepG2 tox -24% and SW480 rerep inconclusive.
For N#CCCn1cc(C(=O)Nc2ccccc2Cl)c(-c2ccc([N+](=O)[O-])cc2)n1 the results were S2 tox inactive, IL-1B inflam inh -10, MCF10A rereplic 3%, HT1080 IDH1KD tx -6%, ATXN2 expr inh -25%, HT1080NT lethal -13%, KB-3-1 cytotox 8%, HepG2 tox -15% and SW480 rerep -2%.
For COC(=O)C1=C(c2ccc(OC)c(OC)c2)C[C@@H]2CC[C@H]1N2C(=O)NCC1CC1 the results were S2 tox inactive, IL-1B inflam inh 35, MCF10A rereplic -1%, HT1080 IDH1KD tx 1%, ATXN2 expr inh 7%, HT1080NT lethal 4%, KB-3-1 cytotox 25%, HepG2 tox -1% and SW480 rerep -13%[9.22 µM].
Screening c1coc(CNCCc2c[nH]c3ccccc23)c1 returned S2 tox inactive, IL-1B inflam inh -14, MCF10A rereplic inconclusive, HT1080 IDH1KD tx -18%, ATXN2 expr inh 2%, HT1080NT lethal -17%, KB-3-1 cytotox 13%, HepG2 tox -16% and SW480 rerep -2%.
`O=C(Nc1ccc(Cl)c(Cl)c1)c1ccco1` gave S2 tox inconclusive, IL-1B inflam inh inconclusive, MCF10A rereplic 2%, HT1080 IDH1KD tx -22%, ATXN2 expr inh 53%[activator], HT1080NT lethal -5%, KB-3-1 cytotox -1%, HepG2 tox -1% and SW480 rerep 1%.
Screening Cc1cc(C)c(C2=NOC(O)(C(F)(F)F)C2)c(=O)[nH]1 (stereo not given) returned S2 tox inactive, IL-1B inflam inh -8, MCF10A rereplic 0%, HT1080 IDH1KD tx 1%, ATXN2 expr inh -6%, HT1080NT lethal -1%, KB-3-1 cytotox -14%, HepG2 tox 1% and SW480 rerep -8%.
Screening Cc1cccc(NC(=O)CSc2nc3ccccc3c(=O)n2C)c1C returned S2 tox inconclusive, IL-1B inflam inh -10, HT1080 IDH1KD tx -1%, HT1080NT lethal 1%, KB-3-1 cytotox inconclusive and HepG2 tox 2%.
COc1ccc(NC(=O)CCn2cnc3onc(-c4ccc(F)cc4)c3c2=O)cc1OC was read as S2 tox inconclusive, ATXN2 expr inh inconclusive, KB-3-1 cytotox -20% and HepG2 tox -20%.
Screening CC(=O)Nc1ccc(S(=O)(=O)N2Cc3cnnn3-c3ccccc3C2C#N)cc1 (stereo not given) returned S2 tox inactive, IL-1B inflam inh 16, MCF10A rereplic inconclusive, HT1080 IDH1KD tx 0%, ATXN2 expr inh 0%, HT1080NT lethal 5%, KB-3-1 cytotox 14%, HepG2 tox -1% and SW480 rerep -32%[inhibitor][9.22 µM].
For CC(C)=CC1C(C(=O)OCc2cccc(Oc3ccccc3)c2)C1(C)C (stereo not given) the results were S2 tox inactive, MCF10A rereplic 8%, ATXN2 expr inh 12% and SW480 rerep 0%.
CS(=O)(=O)N1Cc2ccccc2-n2nncc2C1 was read as S2 tox inactive, IL-1B inflam inh 3, MCF10A rereplic -12%, HT1080 IDH1KD tx 8%, ATXN2 expr inh -1%, HT1080NT lethal 14%, KB-3-1 cytotox -1%, HepG2 tox -3% and SW480 rerep 16%[9.22 µM].
`CN1CC[C@@]2(C)c3cc(O)ccc3N(C)[C@@H]12` gave S2 tox 14µM*, IL-1B inflam inh -26&-15, MCF10A rereplic 16%&8%, HT1080 IDH1KD tx inconclusive, ATXN2 expr inh -22%&-33%, HT1080NT lethal 23µM*, KB-3-1 cytotox inconclusive, HepG2 tox 18µM*! and SW480 rerep 10%.
Screening Cc1ccc(N=C(/N=C(\N)N[N+](=O)[O-])Nc2ccc(C)cc2)cc1 returned S2 tox inactive, IL-1B inflam inh -2, MCF10A rereplic inconclusive, HT1080 IDH1KD tx -13%, ATXN2 expr inh -9%, HT1080NT lethal -9%, KB-3-1 cytotox 0%, HepG2 tox -43% and SW480 rerep inconclusive.
For CC(=O)C12CC(C)=C(C)CC1CC1C3CCC4=CC(=O)CCC4(C)C3CCC12C (stereo not given) the results were IL-1B inflam inh -14, MCF10A rereplic inconclusive, HT1080 IDH1KD tx 0%, HT1080NT lethal 12%, KB-3-1 cytotox -9%, HepG2 tox -4% and SW480 rerep -7%.
For CCCC/C(C)=C/[C@@H](NP(=O)(c1ccccc1)c1ccccc1)c1ccccc1 the results were S2 tox inconclusive, IL-1B inflam inh -23, MCF10A rereplic inconclusive, HT1080 IDH1KD tx inconclusive, ATXN2 expr inh inconclusive, HT1080NT lethal inconclusive, KB-3-1 cytotox inconclusive, HepG2 tox -110% and SW480 rerep inconclusive.
Screening CC(C)(C)P(=O)(NCc1ccccc1)c1ccccc1 (stereo not given) returned S2 tox inactive, IL-1B inflam inh -6, MCF10A rereplic -4%, HT1080 IDH1KD tx 0%, ATXN2 expr inh 2%[11.3 µM], HT1080NT lethal -1%, KB-3-1 cytotox 0%, HepG2 tox -2% and SW480 rerep 11%.
c1ccc2c(c1)CNCc1cnnn1-2 was read as S2 tox inactive, IL-1B inflam inh 29, MCF10A rereplic 4%, HT1080 IDH1KD tx 12%, ATXN2 expr inh 10%, HT1080NT lethal 18%, KB-3-1 cytotox -3%, HepG2 tox -5% and SW480 rerep -1%.
C=CCn1c(O)c(C(C)=NCc2ccco2)c(=O)[nH]c1=O was read as S2 tox inactive, IL-1B inflam inh 7, MCF10A rereplic 3%, HT1080 IDH1KD tx 4%, ATXN2 expr inh 27%, HT1080NT lethal 3%, KB-3-1 cytotox 0%, HepG2 tox 2% and SW480 rerep -15%.
Screening CCC(C)n1c(O)c(/C=N/Nc2nc3c(c(=O)n(C)c(=O)n3C)n2C)c(=O)[nH]c1=S (stereo not given) returned S2 tox inactive, IL-1B inflam inh 23, MCF10A rereplic 13%, HT1080 IDH1KD tx -17%, ATXN2 expr inh -29%, HT1080NT lethal -2%, KB-3-1 cytotox -4%, HepG2 tox 1% and SW480 rerep 23µM*.
CC(C)OC(=O)C1C(=O)NC2(C)CC1c1ccccc1O2 (stereo not given) was read as S2 tox inactive, IL-1B inflam inh inconclusive, MCF10A rereplic 0%, HT1080 IDH1KD tx 11%, ATXN2 expr inh -3%, HT1080NT lethal 8%, KB-3-1 cytotox -7%, HepG2 tox 6% and SW480 rerep -21%.
O=C1CC(c2ccccc2Br)c2c(c3ccccc3oc2=O)O1 (stereo not given) was read as S2 tox inconclusive, ATXN2 expr inh -5%, KB-3-1 cytotox 7% and HepG2 tox 1%.
`O=C1N(CN2CCOCC2)c2ccccc2C1(O)c1c[nH]c2ccccc12` (stereo not given) gave S2 tox inactive, IL-1B inflam inh 8, MCF10A rereplic -3%, HT1080 IDH1KD tx -11%, ATXN2 expr inh 0%, HT1080NT lethal -7%, KB-3-1 cytotox 9%, HepG2 tox -22% and SW480 rerep 0%.
C[C@@H]1CN([C@H](C)CO)C(=O)CCCn2nncc2CO[C@@H]1CN(C)C(=O)Oc1ccccc1 was read as S2 tox inactive, IL-1B inflam inh -19, HT1080 IDH1KD tx -4%, ATXN2 expr inh -5%, HT1080NT lethal 1%, KB-3-1 cytotox -8% and HepG2 tox -7%.
`NNC(=O)CN1C(=O)CN=C(c2ccccc2)c2cc(Br)ccc21` gave MCF10A rereplic -23%, HT1080 IDH1KD tx 11%, ATXN2 expr inh 14%, HT1080NT lethal 9%, KB-3-1 cytotox 4%, HepG2 tox -46% and SW480 rerep 3%.
Oc1ccc(C2=CCNCC2)cc1O was read as S2 tox inactive, MCF10A rereplic -2%, ATXN2 expr inh -9%, KB-3-1 cytotox 6%, HepG2 tox -2% and SW480 rerep 1%.

Source: PubChem

Only part of the results is shown, so the mix of outcomes need not match the whole.
